# Source: PubChem
# bIAP inh: bovine intestinal alkaline phosphatase inhibitors, primary screen, selectivity assay for TNAP inhibitor project, biochemical, bovine IAP, CDP-star luminescence. 190,000 tested, under 10 active. inhibition, % at 20 µM. purified bovine IAP, 30 min. AID 1019, 2008. alkaline phosphatase, intestinal [Bos taurus];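 active = over 50% inhibition of intestinal alkaline phosphatase at 20 µM in the single-dose screen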
#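 Assay system: bovine IAP enzyme; medium: DEA buffer 100 mM, pH 9.8, with MgCl2 1.0 mM, ZnCl2 0.02 mM; doses: 20 µM single dose; incubation: enzyme reaction for 30 min at room temperature; detection: CDP-star luminescence signal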
# PPARg SRC2 recr: agonists of PPARg-SRC-2 recruitment, primary screen, biochemical, HTS. 0.34% of 200,000 active. PPARgamma LBD-SRC-2 recruitment. activation, % at 8 µM. Peroxisome proliferator-activated receptor gamma (Homo sapiens), P37231. AID 1032, 2008; in the data active = activation above about 22%;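 also: 0% = vehicle and 100% = reference agonist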
# Target sequence (P37231 whole entry, looked up, the tested form may be a part): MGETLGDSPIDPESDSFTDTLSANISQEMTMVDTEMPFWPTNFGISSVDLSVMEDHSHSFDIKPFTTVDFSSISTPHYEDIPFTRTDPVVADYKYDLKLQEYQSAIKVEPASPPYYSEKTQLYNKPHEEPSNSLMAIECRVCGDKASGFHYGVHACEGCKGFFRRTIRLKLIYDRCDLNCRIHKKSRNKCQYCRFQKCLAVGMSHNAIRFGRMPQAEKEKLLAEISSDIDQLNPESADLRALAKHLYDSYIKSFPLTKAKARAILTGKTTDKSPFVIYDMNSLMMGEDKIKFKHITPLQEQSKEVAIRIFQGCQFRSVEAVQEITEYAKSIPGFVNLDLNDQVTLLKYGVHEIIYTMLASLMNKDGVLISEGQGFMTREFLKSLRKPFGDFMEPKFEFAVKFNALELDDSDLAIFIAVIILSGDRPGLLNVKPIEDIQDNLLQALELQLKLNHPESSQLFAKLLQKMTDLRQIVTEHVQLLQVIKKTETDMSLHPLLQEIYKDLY
# TNAP inh hi DEA: human TNAP enzyme inhibitors, primary screen, biochemical, luminescent, high phosphate acceptor level, uHTS | inhibition, % at 20 µM | Alkaline phosphatase, tissue-nonspecific isozyme (Homo sapiens), P05186 | purified TNAP, CDP-star luminescence, 1 M DEA | 0.03% of 200,000 active;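 active = over 50% inhibition of tissue-nonspecific alkaline phosphatase at 20 µM in the single-dose screen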;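 also: plate controls were DMSO wells for no effect and EDTA-quenched wells as full inhibition for full effect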
# Target sequence (P05186 whole entry, looked up): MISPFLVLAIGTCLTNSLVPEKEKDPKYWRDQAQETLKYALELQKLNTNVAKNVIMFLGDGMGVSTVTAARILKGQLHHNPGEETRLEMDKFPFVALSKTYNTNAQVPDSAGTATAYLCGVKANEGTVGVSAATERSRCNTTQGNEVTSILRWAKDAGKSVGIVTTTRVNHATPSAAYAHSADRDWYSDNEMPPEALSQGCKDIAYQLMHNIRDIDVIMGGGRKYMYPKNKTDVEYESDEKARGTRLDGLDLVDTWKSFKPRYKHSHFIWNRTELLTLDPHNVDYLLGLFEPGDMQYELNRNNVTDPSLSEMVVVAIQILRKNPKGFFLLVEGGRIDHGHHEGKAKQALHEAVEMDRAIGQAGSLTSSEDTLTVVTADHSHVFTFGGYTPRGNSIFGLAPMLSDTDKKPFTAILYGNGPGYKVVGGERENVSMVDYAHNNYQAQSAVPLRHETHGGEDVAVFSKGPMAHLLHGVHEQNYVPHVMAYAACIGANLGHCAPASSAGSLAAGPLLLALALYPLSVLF
# TR-FRET SRC-2 ct: TR-FRET signal artefacts, primary screen, artefact control for PPARgamma SRC-2 agonist project, biochemical; TR-FRET ratio at 8 µM; 0.4% of 200,000 active; TR-FRET artefact counter-screen; hits give high values; in the data active = TR-FRET ratio above about 2000; also: inactives centre near 1500
# bIAP activator: bovine intestinal alkaline phosphatase activators, primary screen, biochemical, bovine IAP, CDP-star luminescence; 0.17% of 200,000 active; purified bovine IAP, 30 min; hits give high values; fold of DMSO-control signal, blank-subtracted; AID 1016, 2008; alkaline phosphatase, intestinal [Bos taurus]; activation factor at 20 µM;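 active = activation factor of 2 or more at 20 µM, a signal rise over negative controls twice the positive control's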
# PPARg SRC3 recr: PPARgamma agonists recruiting SRC-3 coactivator, primary screen, biochemical | Peroxisome proliferator-activated receptor gamma (Homo sapiens), P37231 | biochemical PPARgamma/SRC-3 coactivator recruitment assay | activation, % at 8 µM | 0.26% of 200,000 active; in the data active = activation above about 23%;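 also: 0% = DMSO and 100% = reference agonist; some compounds past the cut are filed as inactive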
# HMGR II inh: inhibitors of E. faecalis class II HMGR, primary screen, biochemical, Enterococcus faecalis; HMG-CoA reductase (Enterococcus faecalis, mvaE); purified E. faecalis HMGR, NADPH absorbance 340 nm kinetic; inhibition, % at 10 µM; 0.41% of 190,000 active;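 active = inhibition above a set limit, the median over all tested compounds plus 3 SD, cut at about 9.5% in these data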;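 also: enzyme runs in reverse so mevalonate oxidation gives rising NADPH absorbance; 0% = complete reaction with DMSO and 100% = background rate lacking mevalonate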
# TNAP act hiacc: TNAP activators at high phosphate acceptor level, primary screen, biochemical, luminescence, uHTS; purified TNAP, CDP-star luminescence, 1 M DEA, 30 min; hits give high values; 0 = EDTA background, 1 = DMSO-only activity; activation factor at 20 µM; 200,000 tested, under 10 active; AID 1136, 2008;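 active = activation factor at least 2 at 20 µM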
#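 Dosing: 20 µM single point. System: human TNAP. Amount: TNAP 1/800 final. Incubation: 30 min, room temperature. Read-out: TNAP activation factor scaled between EDTA and DMSO control wells. Signal: luminescence from CDP-star hydrolysis. Medium: 1 M DEA, pH 9.8, Mg2+, Zn2+. Control set: EDTA negative control, DMSO positive control.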
# TNAP inh noacc: human TNAP enzyme inhibitors, primary screen, biochemical, luminescent, no phosphate acceptor, uHTS | purified TNAP, CDP-star luminescence, 30 min | Alkaline phosphatase, tissue-nonspecific isozyme (Homo sapiens), P05186 | AID 1012, 2008 | inhibition, % at 20 µM | 0.26% of 200,000 active;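 active = tissue-nonspecific alkaline phosphatase inhibition above about 50% at 20 µM in the single-dose screen, limit read from the data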;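 also: 0% = DMSO negative control and 100% = EDTA positive control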
# PPARg SRC-1 ag: PPARgamma agonists recruiting SRC-1 coactivator, primary screen, biochemical. activation, % at 8 µM. AID 631, 2007. PPARgamma-SRC-1 coactivator recruitment biochemical assay. 0.41% of 200,000 active. Peroxisome proliferator-activated receptor gamma (Homo sapiens), P37231; in the data active = activation above about 19%;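 also: 0% = DMSO and 100% = reference agonist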
# * hit, by the source's call; · = no result given.
SMILES,bIAP inh,PPARg SRC2 recr,TNAP inh hi DEA,TR-FRET SRC-2 ct,bIAP activator,PPARg SRC3 recr,HMGR II inh,TNAP act hiacc,TNAP inh noacc,PPARg SRC-1 ag
Cc1ccc(C(=O)Cn2c(-c3ccccc3)noc2=O)cc1,16,7,-7,1725,0.8,-1,-3,1.1,-10,9
COc1cc(Cl)c(S(=O)(=O)NCCCN2CCOCC2)cc1Cl,1,6,-12,1452,1,1,-4,1.1,-14,11
CCOC(=O)c1ccccc1N1C(=O)CSC1=S,0,10,-3,1631,1,5,-1,1,38,5
O=C(O)CCCCCN1C(=O)C(O)=C(C(=O)/C=C/c2ccccc2)C1c1ccccc1[N+](=O)[O-] (stereo not given),5,1,-4,1446,1,5,-2,1,-4,7
COc1ccc(C(=O)N/C(=C\c2cn(S(=O)(=O)N(C)C)c3ccccc23)C(=O)NC(C)C)cc1,-9,3,-2,1520,1.1,5,0,1,-10,11
O=C(Nc1nc2ccccc2n1CCN1CCCC1)c1ccc(Cl)cc1,2,-1,-6,1487,1,6,-2,1.1,-16,2
COc1ccccc1NC(=O)Cn1nc(-c2ccc3c(c2)OCCO3)ccc1=O,6,0,-4,1298,0.9,1,5,1,-4,-2
Cc1cc(SCC#N)n2nc(C)c(-c3ccc(Cl)cc3)c2n1,9,8,-4,1752,0.9,3,0,1,-2,4
COc1ccc(C(=O)NC(=S)Nc2ccc(Cl)cn2)cc1OC,2,-5,-8,1438,1,-4,1,1.1,0,-5
Cn1c(=NCC(O)COc2ccccc2)sc2ccccc21 (stereo not given),-4,4,-5,1366,1,16,-1,1.1,9,0
COc1ccc(CCC(N)=O)cc1OC,6,3,1,1579,0.9,-2,-1,1,-7,3
Cc1cc(C(=O)COC(=O)c2ccc(O)cc2)c(C)n1CC1COc2ccccc2O1 (stereo not given),-2,-7,2,1666,1,1,1,1,-10,-3
NC(=O)C(=O)N/N=C/c1cccc(C(F)(F)F)c1,1,4,0,1759,1,-2,-1,1,-5,4
CC(=O)NC1CCN(CC(=O)Nc2cccc([N+](=O)[O-])c2)CC1,-24,7,-1,1566,1.2,1,-1,1,-6,14
CCOc1ccc(NC(=S)Nc2ccc(OC)cc2)cc1,-3,2,-4,1518,1,6,-12,1,-5,12
CCOC(=O)c1cnn(-c2cc(C)nc3c(-c4ccccc4)c(C)nn23)c1N,8,2,2,1533,0.9,10,-1,1,-5,4
O=C(CC(Nc1cccc(Cl)c1Cl)C(=O)O)c1ccccc1 (stereo not given),-11,1,-4,1623,1.1,1,-5,1,-5,3
CCn1c(SCC(=O)NCCc2ccccc2)nnc1-c1cccs1,6,-5,0,1472,0.9,-5,-2,1,-2,-5
COc1cccc(NC(=O)N2CCN(C(=O)C(Cc3ccc(OC)c(OC)c3)NC(C)=O)CC2)c1 (stereo not given),2,-4,2,1391,1,3,1,1,-2,8
COc1ccc(CCN2C(=O)c3cccc4c(C(=O)N5CCCCC5)ccc(c34)C2=O)cc1OC,-2,10,4,1623,1,10,-8,1,-12,10
Cc1ccnc(NS(=O)(=O)c2ccc(NS(=O)(=O)c3cccs3)cc2)n1,7,7,-2,1566,0.9,2,-1,1,-11,6
N=c1sccn1CC(=O)NC(c1ccccc1)c1ccccc1,-14,5,-3,1681,1.1,3,1,1,-3,-4
O=C(N/N=C/c1ccncc1)c1ccc(COc2cccc3cccnc23)cc1,-8,10,-5,1749,1.1,6,-5,1.1,-5,12
Cn1ncc2c(N3CCC(Cc4ccccc4)CC3)ncnc21,7,2,-2,1572,0.9,0,-4,1,-4,1
COc1ccc(-c2[nH]ncc2CN2CCCOc3c(cccc3OC)C2)c(OC)c1,18,0,-6,1604,0.8,10,-5,1.1,-6,8
COc1ccccc1NC(=S)N(Cc1ccco1)Cc1cc2cc(C)ccc2[nH]c1=O,13,5,-1,1787,0.9,3,-7,1,-4,10
COc1ccc(Br)cc1C(=O)Nc1ccc(NC(=O)c2ccco2)cc1,-2,-4,-10,1459,1,-5,2,1.1,-14,-1
CCCC12CN3CC(C)(CN(C1)C3c1ccc(OC(C)C)cc1)C2=O (stereo not given),-2,0,-4,1685,1,0,5,1,-8,1
CCOC(=O)c1cc(OC(=O)c2ccccc2)n(-c2ccccc2)n1,8,13,-1,1595,0.9,10,2,1,7,-2
Cc1ccsc1/C=C1\SC(=S)N(CC2CCCO2)C1=O (stereo not given),9,6,-2,1607,0.9,3,-1,1,0,0
CC(=O)c1c(C)[nH]c2ccccc2c1=O,0,-3,-7,1577,1,0,-5,1.1,-12,3
CCOc1cc(C2C(C(=O)OC(C)C)=C(C)N=C3SCCC(=O)N32)ccc1OC(C)=O (stereo not given),2,6,-2,1665,1,-1,0,1,-10,-4
CC(=O)c1cccc(NC(=O)C(C)OC(=O)CNC(=O)c2ccc(C)s2)c1 (stereo not given),-15,0,-4,1605,1.2,6,-3,1,-13,-1
COc1ccc(/C=C/C(=O)NCCCc2ccccc2)cc1,-4,-8,-7,1372,1,-4,-4,1.1,-10,-2
CCC(O)CNC(=O)CCc1nnc(C2(c3ccc(Cl)cc3)CCC2)o1 (stereo not given),6,1,-2,1364,0.9,1,-5,1,-8,2
Cc1cc(Br)c2c(c1)C(O)(N1CCCCC1C)C(=O)N2 (stereo not given),·,0,0,1486,0.5,2,-8,1,-17,1
CN(C(=O)c1ccncc1)C1CCS(=O)(=O)C1 (stereo not given),8,-5,-4,1629,0.9,-9,-4,1,-6,7
CCCN(CCC)S(=O)(=O)c1ccc(C(=O)Nc2nc(-c3ccccc3)c(C(=O)OCC)s2)cc1,9,-5,-3,1648,0.9,3,1,1,6,-2
CC(C)(C)n1ncc2c(=O)n(CC(=O)c3ccccc3)cnc21,-26,4,-2,1717,1.3,-7,-5,1,-7,2
COc1cc(C(=O)N2CCC(n3cnc4cc(F)ccc43)CC2)cc(OC)c1OC,6,4,-6,1328,0.9,0,-1,1.1,-10,11
CCCCC1(CCCC)NC(=S)N(Nc2ccc(C)cc2)C1=O,-1,-2,-4,1421,1,0,-6,1,-1,5
Oc1ccc(N2CCN(C(=S)NCCc3ccccc3)CC2)cc1,14,11,-6,1676,0.9,7,-2,1.1,-13,-1
Cc1ccc(C(=O)Nc2nnc(NC(=S)Nc3ccccc3)s2)cc1,14,5,-7,1707,0.9,5,4,1.1,-16,4
C=Cc1ccc2c(c1)N(C)C(=C)S2,-2,3,-1,1466,1,4,-5,1,0,13
O=C(NCCCN1CCOCC1)c1cc(-c2ccc(O)cc2)on1,16,5,4,1597,0.8,0,-7,1,-12,-2
O=C1NC(=O)/C(=C\c2ccc(OCc3cnc(Cl)s3)cc2)S1,23,7,1,1481,0.8,4,-2,1,-12,7
CC(C)Oc1ccc(CNC(=O)Cn2c(=O)oc3ccccc32)cc1,4,7,-1,1656,1,-11,2,1,-8,5
O=c1[nH]c2cc3c(cc2cc1C(c1nnnn1C1CCCC1)N1CCCc2ccccc21)OCCO3 (stereo not given),3,·,-8,·,1,·,·,1.1,1,·
CCCn1c(SCC(N)=O)nnc1-c1ccco1,-2,4,0,1596,1,1,-3,1,3,0
COc1ccc(CN(C)CC(=O)NC(=O)NCc2ccccc2)cc1OC,7,2,6,1608,0.9,1,-4,0.9,-6,7
Cn1ccnc1C(=O)c1cc(=O)c2ccccc2o1,-4,6,-6,1431,1,-6,-1,1.1,-11,8
Cc1cc(C)c2c(c1)cc(C)c1nnc(SCC(=O)Nc3ccc(S(=O)(=O)N4CCCCC4)cc3)n12,21,4,-1,1471,0.8,-1,-2,1,-7,-1
CCOc1ccc(C(C#N)N2CCOCC2)cc1OC (stereo not given),-7,12,0,1746,1.1,3,3,1,-4,-3
COc1cccc(NC(=O)COC(=O)c2ccc(F)cc2F)c1,-18,-1,1,1356,1.2,0,0,1,-4,-6
Cc1oc2c(C)c(O)ccc2c(=O)c1N1C(=O)c2ccccc2C1=O,-14,-2,-2,1407,1.1,-5,-2,1,-8,0
CCCCOc1ccc(N2C(=O)CC(N(CCc3ccccc3)C(=O)/C=C/C(=O)O)C2=O)cc1 (stereo not given),7,6,1,1536,0.9,4,-2,1,-6,0
O=C1NC(=S)S/C1=C1\Sc2ccccc2N1CCCS(=O)(=O)O,38,16,7,1766,0.6,16,-2,0.9,-4,2
Cc1nc(-c2cccnc2)sc1C(N)=O,0,12,-6,1621,1,8,-2,1.1,-9,4
O=S(=O)(/N=C(/Nc1ccc(Cl)cc1Cl)c1ccccc1)c1cccs1,-3,1,-6,1563,1,3,-2,1.1,-8,4
CCOC(=O)C1(Cc2ccccc2Cl)CCN(C(=O)CCn2ccnc2C)CC1,-10,6,0,1724,1.1,-2,-1,1,-4,8

# Other structures:
SMILES,bIAP inh,PPARg SRC2 recr,TNAP inh hi DEA,TR-FRET SRC-2 ct,bIAP activator,PPARg SRC3 recr,HMGR II inh,TNAP act hiacc,TNAP inh noacc,PPARg SRC-1 ag
COc1ccc(C2CC(c3cccc(OC)c3)n3nc(N)nc3N2)cc1 (stereo not given),0,-3,0,1390,1,-1,3,1,5,-5
CCOC(=O)c1ccc(NC(=O)c2cnccn2)cc1,12,9,-1,1367,0.9,9,-2,1,-1,7
COc1ccc(N2C(=O)c3cccc4cccc(c34)C2=O)nn1,6,-4,-5,1506,0.9,-3,-2,1,-10,-1
Cc1ccc(S(=O)(=O)/N=C(/Nc2ccc3[nH]c(=O)[nH]c3c2)c2ccc(F)cc2)cc1,-14,5,-6,1581,1.1,6,-1,1.1,-8,4
COC(=O)c1ccc(NC(=O)CSc2nnc(C(C)NC(=O)c3ccccc3Cl)n2C)cc1 (stereo not given),-5,-3,-6,1549,1,0,-2,1.1,2,-2
COc1ccc(Br)cc1/C=C/C(=O)NC(=S)Nc1ccc(Cl)c(C(=O)O)c1,0,3,-4,1561,1,7,-4,1,-7,8
COc1ccc(-c2nnc(SCc3cc(C)cc(C)c3)o2)cc1,6,1,-6,1410,0.9,-4,-8,1.1,-8,-2

# The order is random. About 1.6% of those tested had a hit in this group.
